From PubChem BioAssay
LDHA inh: LDHA (human) enzyme inhibition. purified LDHA, NADH/diaphorase-resazurin fluorescence; active compounds read low. activity change, % (values are at about 110 or 230 µM). 480,000 tested, 0.15% active; in the data active means activity change below about -30%; inconclusive means mostly about -25% to -30%;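 further: plate controls were DMSO wells for no effect and wells without enzyme for full effect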
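Resorufin fluorescence (ex540/em590), read at 0 and 20 min after diaphorase/resazurin addition, reports the NADH left after a 5 min room-temperature reaction of 2 nM human LDH5 with 0.06 mM NADH and 0.2 mM pyruvate.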
Glioma ERSR ind: ER stress response induction in glioma. U87-MG GRP78 promoter luciferase reporter, 16 h. Potency, µM, without a hit: at the top dose activation, hits mostly activators. 420,000 tested, 0.02% active. AID 602332; further: potency means the concentration at half of the fitted maximal effect; series mostly up to about 76 µM; % of control where 0% means no effect; nearly all actives have a fitted effect of over 35% in size
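Stably transfected U87-MG glioma cells carrying a GRP78-based luciferase sensor; 16 h compound incubation. Luminescence end-point read 10 min after Bright-Glo addition at room temperature.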
12-LOX inh: blocks human arachidonate 12S-lipoxygenase. purified 12hLO, xylenol orange hydroperoxide absorbance. Potency, µM (highest dose often 108 µM), for the others: at the top dose activity change, negative = inhibition, actives largely listed as inhibitors. 580,000 tested, 1.1% active. AID 1671190; further: potency means the concentration at half of the fitted maximal effect; on the % scale 0 is the no-effect control and ±100 the full control effect
Target sequence (P18054 whole entry, looked up): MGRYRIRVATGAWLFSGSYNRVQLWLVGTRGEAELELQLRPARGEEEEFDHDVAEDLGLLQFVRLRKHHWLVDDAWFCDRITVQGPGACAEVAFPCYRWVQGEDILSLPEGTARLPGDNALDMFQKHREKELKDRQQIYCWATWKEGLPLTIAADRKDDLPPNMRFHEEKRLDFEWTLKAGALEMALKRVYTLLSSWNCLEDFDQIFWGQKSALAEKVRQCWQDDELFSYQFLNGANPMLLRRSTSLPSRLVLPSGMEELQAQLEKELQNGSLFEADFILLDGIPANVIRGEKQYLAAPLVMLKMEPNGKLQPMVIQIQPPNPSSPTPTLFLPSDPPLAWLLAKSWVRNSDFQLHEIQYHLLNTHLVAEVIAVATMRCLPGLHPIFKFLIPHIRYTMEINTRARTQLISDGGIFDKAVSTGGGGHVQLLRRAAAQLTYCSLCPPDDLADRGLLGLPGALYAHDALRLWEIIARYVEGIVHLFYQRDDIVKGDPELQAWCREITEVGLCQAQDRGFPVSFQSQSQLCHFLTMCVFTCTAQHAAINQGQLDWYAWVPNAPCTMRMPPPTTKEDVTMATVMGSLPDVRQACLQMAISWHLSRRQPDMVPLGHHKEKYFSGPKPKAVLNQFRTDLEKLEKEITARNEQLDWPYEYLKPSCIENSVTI
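Hydroperoxide product was detected by ferrous iron/xylenol orange as the 573 to 405 nm absorbance ratio. Arachidonic acid at 40 uM (final) was turned over for 30 min at room temperature by 150 nM human 12hLO, pH 7.0 Hepes buffer, after 15 min compound preincubation.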
D2 antagonist: antagonists of human D2 dopamine receptor | AID 485344 | P14416 | 340,000 tested, 2% active | inhibition, % at 10 µM | HEK293 TREx D2 cells, calcium flux, dopamine EC80; in the data active means inhibition above about 30%; further: 0% is about no effect
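Tetracycline-induced HEK293 TREx cells expressing D2 receptor forced-coupled to calcium signalling, loaded with no-wash calcium dye. Compounds added and calcium flux read 180 s, then dopamine added at EC80 and read a further 180 s.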
Vif-A3F inh: blocks the Vif interaction with APOBEC3F; HeLa A3F-eYFP + Vif (tagged APOBEC3F with the HIV-1 protein that degrades it), YFP fluorescence increase; Potency, µM (doses to about 46.1 µM), without a hit: at the highest dose activity, negative = active; 390,000 tested, 0.2% active; further: potency means the concentration at half of the fitted maximal effect; % of control where 0% means no effect; nearly all actives have a fitted effect of over 65% in size
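HeLa cells stably expressing A3F-eYFP plus Vif, plated and incubated overnight at 37 deg C, then exposed to compounds overnight at 37 deg C. Blocked degradation read as raised yellow fluorescence (Ex 488/Em 500-530).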
D2 agonist: activates the human D2 dopamine receptor | 340,000 tested, 0.53% active | HEK293 T-REx D2 cells, calcium flux agonist mode | activation, % at 2 µM | P14416;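 active means activation over 3 SD above normal in the single-dose calcium agonist read, cut at about 30% in these data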; further: 0% is about no effect
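Tetracycline-induced HEK293 T-REx cells with force-coupled D2 receptor, plated overnight at 30 C, loaded with no-wash calcium dye. After a 10 s baseline, compound was pin-added and calcium flux read kinetically for 180 s; calcium rises flagged agonists.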
RGS4 inhibitor: blocks human RGS4-accelerated GTP hydrolysis; P49798; Transcreener GDP fluorescence polarization, RGS4-accelerated GTP hydrolysis; Potency, µM (highest dose often 114 µM), for the others: at the top dose activity change, negative = inhibition, actives largely listed as inhibitors; 390,000 tested, 0.039% active; further: potency means the concentration at half of the fitted maximal effect; on the % scale 0 is the no-effect control and ±100 the full control effect; nearly all actives have a fitted effect of over 75% in size; some results filed as inactive show a strong effect at the top dose
Target sequence (P49798 whole entry, looked up): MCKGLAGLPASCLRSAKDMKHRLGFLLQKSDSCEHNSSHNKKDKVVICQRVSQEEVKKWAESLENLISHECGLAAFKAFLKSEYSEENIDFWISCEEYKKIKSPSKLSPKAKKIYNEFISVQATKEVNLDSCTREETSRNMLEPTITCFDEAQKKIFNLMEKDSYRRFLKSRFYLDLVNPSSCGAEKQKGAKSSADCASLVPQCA
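MLSMR compounds (23 nl, pin-transferred) preincubated 10 min at room temperature with a 500nM (2x) first reagent, then RGS4 at 900nM (2x) plus Transcreener GDP mix added; fluorescence polarization (620/688 nm) read before and after 90 min at 30 °C.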
ERG-DNA inh: inhibitors of human ERG Ets domain-DNA interaction; Potency, µM (doses to about 76.9 µM), for inactives: at the top dose FP activity, negative = inhibition, actives largely listed as inhibitors; 370,000 tested, 0.028% active; AID 624246; P11308; fluorescence polarization, His-ERG Ets domain / labelled DNA; active means well fitted inhibition curve with a large enough effect in the polarisation, with a control signal flat; inconclusive means small, poorly fitted or top-dose-only effect, or effect the other way, or a change in a side signal; inactive means no such curve, though single readings can be large or run the other way; the % refers to the polarisation;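 further: polarization taken with two DNA probes labelled with fluorescein and Texas red; potency means the concentration at half of the fitted maximal effect; % of control where 0% means no effect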
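His-tagged ERG Ets domain (1 uM in the protein solution; 300mM KCl, 50mM Tris-HCl, 1mM EDTA, 1mM DTT, pH 7.5) received compound, then a probe mix of 5 nM fluorescein-DNA and 100nM Texas-615-DNA. Fluorescence polarization was read for both dyes.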
Vif-APOBEC3G blk: blocks the Vif interaction with human APOBEC3G. 410,000 tested, 0.076% active. HeLa A3G-eYFP + Vif (tagged APOBEC3G with the HIV-1 protein that degrades it), YFP fluorescence, overnight. AID 602310. Potency, µM (highest dose often 46.1 µM), for inactives: at the top dose activity, negative = active, most hits filed as inhibitors;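 further: potency means the concentration at half of the fitted maximal effect; on the % scale 0 is the no-effect control and ±100 the full control effect; nearly all actives have a fitted effect of over 60% in size; hits raise eYFP signal because A3G escapes Vif-driven loss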
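Read-out is eYFP fluorescence (Ex 488/Em 500-530) from Vif-expressing HeLa A3G-eYFP cells; more signal means A3G escaped Vif-mediated degradation. Cells plated overnight, compound pinned in, incubated overnight at 37 deg C.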
* hit, by the source's call; i = inactive; u = inconclusive; x = no result given; & = joins results of further samples; [ ] = remark or other dose. Unless noted, the call rests on the fitted dose curve; in most records, active means well fitted curve in the direction sought with a large enough effect; inconclusive means small, poorly fitted or top-dose-only effect, or another doubt; inactive means no such curve, though single readings can be large; an effect the other way counts as inactive or inconclusive. The list is partial (hit frequency here may not be typical).

SMILES	LDHA inh	Glioma ERSR ind	12-LOX inh	D2 antagonist	Vif-A3F inh	D2 agonist	RGS4 inhibitor	ERG-DNA inh	Vif-APOBEC3G blk
O=C(Nc1ccc(F)cc1)N1CCN(C/C=C/c2ccccc2)CC1	-3	-6%	0%	-17	3%	0.1	-14%[11.4 µM]	-1%	-5%
Cc1ccc(-c2ccnc(=S)[nH]2)cc1	-11&0	0%	-37%&-29%	-1	-11%	-1.1	-17%	x	2%
COc1ccc(NC(=O)CCn2cccn2)cc1OC	-1	2%	-12%	x	3%	x	-4%	3%	-6%
CCCC1=Nc2cc(C(=O)N3CCCC3)ccc2Sc2ccc(C)cc21	-8	-4%	43%[activator]	21	-10%	0.2	-30%[56.9 µM]	-4%	-3%
CCn1c2ccccc2c2cc(NC(=O)COc3cc(C)c(Cl)c(C)c3)ccc21	0	-3%	-24%	x	1%	0.5	-4%	1%	-4%
CC(=O)N1CC(C)Oc2ccc(S(=O)(=O)NC(CC(=O)O)c3ccccc3C)cc21 (configuration not stated)	-4	-6%	0%	-11	-6%	0.8	7%	-8%	5%
COc1ccc2ccccc2c1/C=N\NC(=O)c1ccc(C)s1	-6	0%	i	40*	-11%	-0.1	-6%	-8%	-17%
O=C(c1ccc(Cl)c(S(=O)(=O)N2CCOCC2)c1)N1CCc2ccccc2C1	-5	-1%	45%[activator]	x	6%	x	-18%	12%	0%
CCC(=O)Nc1ccc2c(c1)ncn2CCc1ccccc1	-15	0%	4%	-6	0%	0.4	15%	-12%	-2%
Cc1cc(C)n(C(=O)COc2c(C)cccc2C)n1	-6	-8%	-4%	-12	-3%	-1.1	-44%	-4%	3%
CC(=O)NCc1cc(-c2ccc(Cl)cc2)no1	0	-3%	-1%	-15	14%	0.0	6%	-11%	2%
O=C(Nc1ccc(N2CCN(C(=O)c3ccc(Cl)cc3)CC2)cc1)c1ccc([N+](=O)[O-])o1	-1	-15%	-8%	5	-2%	-0.4	16%	-2%	u
O=C(OCc1cncs1)c1ccccc1	-2	1%	-9%	x	1%	x	-12%	2%	0%
COc1cccc(N2CCN(Cc3ccsc3)CC2)c1	1	0%	18%	48*	-3%	18	-9%	0%	-2%
COCCNCCCCOc1ccc(C)cc1[N+](=O)[O-]	-20	-2%	u	x	-3%	x	14%	-11%	0%
Cc1cc(C)n2nc(C(=O)OCC(=O)Nc3ccc4c(c3)OCCO4)nc2n1	-1	8%	-26%	1	3%	-0.3	20%	5%	0%
Cc1ccsc1C1Nc2ccccc2-c2nc3ccccc3n21 (configuration not stated)	-6	0%	-19%	-14	7%	-1.0	-2%	-1%	0%
CN1CCN(C(=O)c2ccc(F)c(F)c2)CC1	-8	2%	2%	0	1%	-2.6	2%	2%	-2%
CC(C)C(c1nnnn1CCc1ccccc1)N1CCSCC1 (configuration not stated)	-3	-5%	9%	-8	-1%	0.5	-25%	-9%	4%
O=C(c1ccc(S(=O)(=O)N2CCOCC2)cc1)N1CCN(c2ccccc2)CC1	-4	2%	-1%	-9	-3%	-0.3	-3%	-11%	-6%
CCOc1ccc(NC(=O)Cn2nnc(-c3ccccc3NC(=O)CC)n2)cc1	-2	0%	-18%	7	-1%	1.1	6%	0%	1%
COc1ccc(OCCC(=O)OCC(=O)NCc2ccccc2)cc1	-4&-7	-5%	-5%&13%	-2	0%	-0.2	12%	2%	-3%
O=C(CSc1nncn1-c1cccnc1)Nc1ccccc1C(F)(F)F	-6	-4%	0%	14	-1%	-3.0	-1%	11%	0%
Cc1nc(NC(=O)c2cc3c(s2)CCCCC3)sc1C(=O)N(C)C	0	3%	-26%	-20	3%	0.0	-19%	-2%	-6%
CCOc1cccc(C2c3c(oc4ccccc4c3=O)C(=O)N2c2nc(C)c(C(=O)OC)s2)c1 (configuration not stated)	-5	19%	u	x	10%	0.7	-12%	-2%	5%
C=CCn1c(SCC)nc(O)cc1=O	-1	-3%	10%	x	-6%	x	5%	x	-4%
Cc1ccc(C)c(-n2nnc(-c3nc(-c4ccc(Cl)cc4)no3)c2N)c1	-12	0%	2%	x	-3%	x	-9%	6%	1%
CCOC(=O)C1CCCN(C(=O)c2cccc(S(=O)(=O)N3CCCC3)c2)C1 (configuration not stated)	-5	-2%	32%[activator]	7	4%	0.1	6%	-18%	2%
O=S(=O)(Cc1ccccc1)N(O)c1ccccc1	10	-2%	-6%	-19	5%	-2.1	-38%	10%	6%
CCOc1ccc(-c2nc(S(=O)(=O)c3ccccc3)c(N3CCOCC3)o2)cc1	-5	4%	-2%	2	3%	-0.9	-39%	-3%	0%
COc1cc(Cl)ccc1NC(=O)COc1ccccc1C(=O)NN	-3	2%	-6%	6	1%	1.2	11%	-1%	5%
Cc1cccc(C(=O)NCC(=O)NCC2COc3ccccc3O2)c1 (configuration not stated)	-4	-2%	-23%	x	u	x	3%	-12%	1%
COc1ccc(CCC(=O)NNC(=O)c2ccc(F)cc2)cc1	-6	-5%	-8%	-20	7%	0.7	-33%	5%	-2%
CC(=O)Nc1ccccc1C(=O)N1CCc2ccccc21	-2	-1%	0%	x	-18%	x	18%	-6%	1%
CCOC(=O)CSc1snnc1C	-6	-2%	0%	x	10%	x	-8%	-2%	-5%
Cc1c(-n2c(SCC(=O)NC(C)C(C)C)nc3ccccc3c2=O)c(=O)n(-c2ccccc2)n1C (configuration not stated)	1	-5%	9%	0	10%	1.4	-35%	-1%	14%
CC(C)(C)NCCCCOc1ccc(F)cc1	0	-2%	-1%	2	-2%	0.7	11%	x	1%
CCOC(=O)c1sc2nc(CC(=O)OC)nc(NCc3ccc(F)cc3)c2c1C	-18	-2%	15%	18	-1%	-0.1	23%	1%	2%
Cc1ccc(-c2csc(CC(N)=O)n2)cc1	-3	-1%	-2%	-6	0%	17	-13%	-5%	2%
CCCCc1nc2n[nH]c(N)c2c2c1CCCC2	-3	-3%	-11%	-3	0%	-0.6	-21%	-1%	-5%
Nc1nonc1-n1nnc(C(=O)N/N=C/c2ccccc2)c1CSc1ccc(Cl)cc1	-2	-6%	16%	-2	-6%	0.7	7%	-14%	0%
O=C(NC1CCCC1)c1ccc2c(=O)n(Cc3ccccc3)c(SCc3ccccc3F)nc2c1	-6	-2%	-13%	x	-18%	-1.4	13%	0%	6%
CC(=O)N1CCc2cc(S(=O)(=O)NC(Cc3ccccc3)C(=O)NC3CCCCCC3)ccc21 (configuration not stated)	-4	-3%	u	-10	0%	-0.2	0%	x	-2%
CN(C)Cc1nc2ccccc2c(=O)n1Cc1nc(-c2cc3ccccc3o2)cs1	1	-4%	19%	11	-4%	0.6	u	1%	-11%
COc1ccccc1NC(=O)CN(c1cc(C)cc(C)c1)S(=O)(=O)c1c(C)[nH]c(=O)[nH]c1=O	-3	-3%	1%	x	-4%	-0.8	4%	-3%	1%
CC(C)c1ccccc1NC(=O)COC(=O)Cc1cccc(C(F)(F)F)c1	-1	-2%	-21%	-1	-11%	-1.2	u	-6%	1%
C/C=C/C(=O)Nc1cccc(C2=NOC3(C2)C[C@@H](C(N)=O)N(C(=O)c2cc([N+](=O)[O-])cc([N+](=O)[O-])c2)C3)c1 (some centres not stated)	-13	-5%	u	-10	3%	0.5	10%	-5%	3%
Cc1cccc(NC(=O)CSCC(=O)N(C)Cc2ccc3c(c2)OCCO3)c1	-5	0%	-18%	x	-9%	x	2%	7%	-1%
O=S(=O)(c1ccccc1Cl)N1CCC(Cc2ccccc2)CC1	-5	-3%	3%	19	2%	-3.4	39%	0%	2%
Cc1cc(C(=O)N2CCC2(C)C(=O)Nc2cc(C(C)(C)C)nn2C)nn1C (configuration not stated)	0	-1%	5%	x	x	x	x	x	-2%
CCCCC(=O)Nc1ccc(C(=O)OCc2cc(=O)n3ccsc3n2)cc1	1	-6%	-25%	x	2%	9.8	-10%	1%	-6%
COCCNC(=O)COC(=O)CSCc1nc2ccccc2s1	-9	-2%	0%	-2	-9%	0.3	3%	-3%	0%
CC(=O)Nc1ccc(NC(=O)C2Cc3c(-c4cccc(C(C)=O)c4)ccnc3O2)cc1 (configuration not stated)	-8	1%	-3%	x	x	x	x	x	-1%
COc1ccccc1OCCCCCc1c(C)n[nH]c1C	-3	-3%	u	-7	-7%	0.3	1%	-5%	1%
COc1ccc(-n2c3c(c(=O)[nH]c2=O)C(NC(=O)c2ccccc2Cl)(C(F)(F)F)C(=O)N3)cc1 (configuration not stated)	-1	-1%	-6%	x	0%	0.4	-16%	-1%	1%
CN(CC(=O)Nc1ccc(F)cc1)C(=O)c1cccc(NS(=O)(=O)c2ccccc2)c1	-3	-5%	-13%	8	-2%	-0.1	20%	3%	0%
NC(=O)COC(=O)c1ccccc1SCC(=O)NC1CCCCCC1	-5	0%	13%	-6	-2%	1.0	14%	-9%	1%
COc1cc2c(cc1OC)-c1cc3ccc(OC)c(OC)c3c[n+]1CC2	-5	-3%&0%&0%	-12%	-3	-2%	-1.9	1%	5%	1%
COC(=O)c1ccc(COC(=O)c2[nH]c(C)c(C(C)=O)c2C)o1	-5	-3%	19%	-3	-5%	11	45%	1%	-1%
